# Eya2 inh – inhibitors of human Eya2 phosphatase activity; Potency, µM (doses to about 76.9 µM), for the others: top-dose activity, negative = inhibition, actives largely listed as inhibitors; recombinant Eya2, OMFP fluorescence dephosphorylation (OMFP is methylfluorescein phosphate); O00167; hit rate 0.006% among 330,000; also: potency is read from the fitted curve at half-maximal effect; % is scaled to controls: 0 for no effect and ±100 for the full control effect
#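 Eya2 (0.2 uM) preincubated 10 min at ambient with compound, then OMFP substrate added at 50 uM; 10 min reaction in 50 mM HEPES pH 7.5, 50 mM NaCl, 5 uM MgCl2, 0.05% BSA, 1 mM DTT. Fluorescence read at Ex 485/Em 525 nm.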
# B2AR arrestin – agonists driving beta-arrestin recruitment to human beta2-adrenergic receptor; P07550; beta-arrestin recruitment to beta2AR, cell-based reporter; Potency, µM (highest dose often 46.1 µM), without a hit: at the highest dose activation, most hits filed as activators; hit rate 0.02% among 330,000; AID 492947;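 also: potency is read from the fitted curve at half-maximal effect; 0% = DMSO controls and full agonism = EC100 isoproterenol or metaproterenol; nearly all actives have a fitted effect of over 65% in size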
# Target sequence (P07550 whole entry, looked up): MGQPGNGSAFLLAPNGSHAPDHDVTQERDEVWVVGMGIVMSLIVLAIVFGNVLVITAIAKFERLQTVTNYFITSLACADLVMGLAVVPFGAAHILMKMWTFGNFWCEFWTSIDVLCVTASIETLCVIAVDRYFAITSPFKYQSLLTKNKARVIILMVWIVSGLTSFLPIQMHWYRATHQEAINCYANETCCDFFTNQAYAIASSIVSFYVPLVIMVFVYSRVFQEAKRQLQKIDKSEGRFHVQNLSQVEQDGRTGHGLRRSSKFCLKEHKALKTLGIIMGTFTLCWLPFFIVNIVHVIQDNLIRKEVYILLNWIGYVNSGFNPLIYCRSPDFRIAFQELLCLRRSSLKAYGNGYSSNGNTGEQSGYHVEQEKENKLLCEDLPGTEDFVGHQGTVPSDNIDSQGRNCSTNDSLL
# ELG1 repair inh – inhibitors of ELG1-dependent DNA repair in HEK293T cells. HEK293T ELG1-luciferase reporter, luminescence, 16 h; DNA damage induced by 5-fluorouridine. Potency, µM (titrated, usually from 46.1 µM), for inactives: top-dose activity change, negative = inhibition, most hits filed as inhibitors. hit rate 2.3% among 330,000; also: potency is read from the fitted curve at half-maximal effect; % is scaled to controls: 0 for no effect and ±100 for the full control effect; nearly all actives have a fitted effect of over 55% in size
#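 Reporter activity after DNA damage by 5-fluorouridine is monitored. Compound-treated cells incubate 16 hr at 37 °C, then ONE-Glo is added for 30 min before luminescence reading.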
# BCR signal inh – blocks chronic active B-cell receptor signaling; ABC-DLBCL IkBa-CBG/CBR reporter, luminescence ratio, 4 h; hit rate 0.05% among 340,000; Potency, µM (series often up to 46.1 µM), inactives show top-dose ratio change, negative = lower green/red ratio, hits mostly inhibitors; active = well fitted inhibition curve with a large enough effect in the signal ratio, with a control signal flat, not every such curve was filed as active; inconclusive = small, poorly fitted or top-dose-only effect, or effect the other way, or a change in a side signal; the % refers to the signal ratio;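 also: potency is read from the fitted curve at half-maximal effect; plate controls were basal doxycycline-induced cells for no effect and cells given 10 µM MG132 for full effect; MG132 reads +100%, hits lower the ratio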
#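 Doxycycline induced both beetle luciferases in TMD8 lymphoma cells; IKK-driven degradation limits the IkappaBalpha-fused green signal, while red luminescence normalises for cell number and nonspecific effects. Compounds tested up to 46 uM, 4 hrs.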
# TSHR antag – human thyrotropin receptor antagonism; TSHR-expressing cells, TSH-stimulated cAMP HTRF, 2 h; hits give low values; activity change, negative = inhibition, % at 11.5 µM; hit rate 0.2% among 330,000; AID 504810;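 active = activity change below a set negative limit, meaning inhibition stronger than a set level, cut at about -70% in these data; inconclusive = activity change between two set negative limits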; also: % is scaled to controls: 0 for no effect and ±100 for the full control effect
#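 Read-out is FRET at 665 nm (cryptate excitation 337 nm) from a cryptate-tagged anti-cAMP antibody, competed by cell cAMP against cAMP-d2. Compounds are tested on freshly harvested TSHR cells challenged with 4nM TSH (EC80) for 2 hours at 37 deg C.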
# uPA generation – inhibitors of cell surface uPA generation; cell surface uPA generation assay, qHTS; Potency, µM (titrated, usually from 38.3 µM), for the others: at the highest dose activity change, negative = inhibition, usual class: inhibitors; hit rate 0.31% among 330,000; active = well fitted inhibition curve with a large enough effect; inconclusive = small, poorly fitted or top-dose-only effect; inactive = no such curve, though single readings can be large or run the other way; tested in mouse RAW 264.7 cells; also: potency is read from the fitted curve at half-maximal effect; % is scaled to controls: 0 for no effect and ±100 for the full control effect; nearly all actives have a fitted effect of over 55% in size
# TSG101-PTAP inh – blocks PTAP/TSG101 interaction to inhibit HIV-1 budding; AID 493005; Potency, µM (top dose mostly 115 µM), inactives show at the highest dose activity change, negative = inhibition, actives largely listed as inhibitors; 340,000 tested, under 10 active; Fluorescence polarization, FITC-PTAP peptide / Tsg101 binding; Q99816; active = well fitted inhibition curve with a large enough effect in the main read-out, with a control signal flat, not every such curve was filed as active; inconclusive = small, poorly fitted or top-dose-only effect, or effect the other way, or a change in a side signal; inactive = no such curve, though single readings can be large or run the other way; also: potency is read from the fitted curve at half-maximal effect; % of control where 0% means no effect
#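 Fluorescence polarization binding of Tsg101 binding domain (10 uM final) to FITC-labeled PTAP peptide (50 nM final) in HEPES pH 7.5 buffer with NaCl, Tween 20, EDTA, TCEP. Compounds added before peptide; binding 20 min at RT.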
# Mito fusion yeast – inhibitors of mitochondrial division or activators of mitochondrial fusion | S. cerevisiae fusion-defective mutant growth rescue, CellTiterGlo 48 h | Potency, µM (top dose mostly 46.1 µM), without a hit: at the top dose growth rescue (activation), usual class: activators | hit rate 0.23% among 320,000;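 also: potency is read from the fitted curve at half-maximal effect; % of control where 0% means no effect; nearly all actives have a fitted effect of over 45% in size; temperature-sensitive fusion mutants such as fzo1-1 at 37 °C on non-fermentable ethanol glycerol medium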
#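 Luminescent cell viability in 1536-well qHTS format served as the measure of rescued growth in ts fusion-mutant S. cerevisiae cultured on non-fermentable YPEG for 48 hours at 37C.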
# Tb PFK block – inhibitors of T. brucei phosphofructokinase; O15648; T. brucei PFK, ADP-Glo luminescence; Potency, µM (top dose mostly 57.5 µM), inactives show top-dose activity, negative = inhibition, actives largely listed as inhibitors; hit rate 0.17% among 330,000; AID 485367;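 also: potency is read from the fitted curve at half-maximal effect; 0% = uninhibited 1x PFK enzyme wells and -100% = no-enzyme wells; nearly all actives have a fitted effect of over 60% in size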
# Target sequence (O15648 whole entry, looked up): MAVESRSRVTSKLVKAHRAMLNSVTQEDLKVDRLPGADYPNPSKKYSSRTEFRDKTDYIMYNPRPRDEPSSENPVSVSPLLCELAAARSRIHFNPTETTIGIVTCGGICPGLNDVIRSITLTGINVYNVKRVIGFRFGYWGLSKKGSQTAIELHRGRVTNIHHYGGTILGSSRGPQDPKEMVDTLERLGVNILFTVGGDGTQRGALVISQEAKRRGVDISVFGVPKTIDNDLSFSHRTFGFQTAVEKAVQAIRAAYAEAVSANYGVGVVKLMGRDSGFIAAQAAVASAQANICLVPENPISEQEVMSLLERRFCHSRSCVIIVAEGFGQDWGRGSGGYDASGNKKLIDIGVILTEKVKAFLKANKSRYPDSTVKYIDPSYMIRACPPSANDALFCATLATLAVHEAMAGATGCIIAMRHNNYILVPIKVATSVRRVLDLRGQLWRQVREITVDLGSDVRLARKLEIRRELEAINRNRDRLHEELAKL
#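 Luminescent ADP detection (ADP-Glo, two-step: ATP depletion then ADP-to-ATP conversion for luciferase) reported PFK activity after 45 min room-temperature reaction of 1.25 nM enzyme with 0.5 mM F6P and 0.1 mM ATP at pH 8.0.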
# TCR act – activators of T cell receptors; primary human leukocytes, anti-CD3, IL-2 HTRF, 48 h; 330,000 tested, under 10 active; AID 504894; Potency, µM (doses to about 9.22 µM), for inactives: top-dose activation of IL-2 secretion, hits mostly activators; also: % of control where 0% means no effect
#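 Compounds are tested in HTS on primary human leukocytes co-incubated with a-CD3 beads for 48 hr. IL-2 output is measured by time-resolved FRET.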
# USP2a inh – blocks human ubiquitin-specific protease USP2a | O75604 | USP2 core, Ub-CHOP2 coupled fluorogenic reporter, 485/531 | hit rate 0.01% among 330,000 | Potency, µM (highest dose often 38.3 µM), for the others: top-dose activity change, negative = inhibition, actives largely listed as inhibitors;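 also: potency is read from the fitted curve at half-maximal effect; plate controls were DMSO wells for no effect and full inhibition by NEM control for full effect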
#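 USP2 core (10nM final) preincubated 30min RT with compound in 20mM Tris-HCl pH 8.0, 2mM CaCl2, 2mM beta-mercaptoethanol, 0.05% CHAPS; 25nM Ub-CHOP2 plus 25nM reporter substrate added, fluorescence (Ex485/Em531) read after 60min.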
# An asterisk follows results filed as active; u = inconclusive; x = not tested or not shown; [ ] = another dose, or the depositor's remark. Unless noted, calls follow the shape of the dose curve; as a rule, active = well fitted curve in the direction sought with a large enough effect; inconclusive = small, poorly fitted or top-dose-only effect, or another doubt; inactive = no such curve, though single readings can be large; an effect the other way counts as inactive or inconclusive.
structure,TSG101-PTAP inh,uPA generation,Tb PFK block,TSHR antag,B2AR arrestin,USP2a inh,Eya2 inh,Mito fusion yeast,TCR act,BCR signal inh,ELG1 repair inh
CCc1c(O)nc(SCC(=O)NC(C)(C)C)n(-c2ccccc2)c1=O,-3%,2%,-1%,7,0.3%,3%,3%,-1%,-2%,-1%,-2%
O=C(O)c1ccc(S(=O)(=O)N[C@@H](Cc2ccc(O)cc2)C(=O)O)cc1,x,x,-2%,16,-0.2%,-1%,7%,-7%,x,3%,x
CCOC(=O)c1c(NC(=O)CCC(=O)O)sc2c1CCCCC2,-6%,2%,u,-3,-1.0%,1%,14%,13%,6%[46.1 µM],u,-7%
Cc1ccc(NC(=O)COC(=O)CN2C(=O)c3ccccc3C2=O)cc1,-3%,-60%,1%,-5,-0.5%,-1%,2%,2%,-5%,0%,23%
COn1c(SCc2ccc(C)cc2C)nc2ccccc2c1=O,-5%,-10%,4%,-27,0.0%,-1%,8%,0%,-7%,3%,-7%
CC(=O)Nc1ccc(OCC(O)Cn2nc(C)c(C(C)=O)c2C)cc1 (configuration not stated),-1%,8%,-2%,-3,-0.9%,0%,10%,-6%,x,0%,-11%
CCOc1ccc(-c2[nH]ncc2Oc2ccccc2OC)c(O)c1,-2%,9%,-2%,-4,-0.4%,-1%,10%,u,5%,-3%,-5%
COc1ccc(N2C(=NC(=O)CCC3CCCC3)SC3CS(=O)(=O)CC32)cc1 (configuration not stated),0%,3%,0%,4,0.4%,1%,u,8%,-8%,0%,u
CC1CC(C)CN(C(=O)/C=C/c2ccc([N+](=O)[O-])s2)C1 (configuration not stated),-1%,3.5µM*,4%,-17,-0.3%,2%,-10%,6%,7%,u,u
O=C(c1ccco1)N1CCN=C1SCc1cccc(Cl)c1,-3%,-10%,-5%,-5,0.2%,-6%,9%,5%,1%,30%,-5%
Cc1ccc(C(=O)O)cc1N1C(=O)CCCC1=O,-4%,-4%,0%,-3,-0.5%,2%,2%,-5%,2%,1%,-4%
CCCCOc1ccc(NC(=O)C2CC=CCC2C(=O)O)cc1 (configuration not stated),-4%,0%,0%,-7,-0.2%,2%,1%,2%,x,11%,14%
COc1ccc(N(CC(=O)Nc2ccc3c(c2)OCO3)S(C)(=O)=O)c(OC)c1,13%,-5%,1%,17,-0.1%,1%,-10%,1%,x,u,10%
CN(C)C1=NC[C@H](Cc2ccccc2)N1CCCC1CCCC1,0%,4µM*,-11%,-2,-0.3%,-2%,-2%,0%,1%,u,-5%
COc1ccc(NC(=O)COC(=O)CCNC(=O)c2ccco2)cc1Cl,2%,u,10%,x,0.4%,4%,6%,x,11%,-5%,0%
CCN1CCN(c2cc(C)c3cc(NC(=S)N4CCCC4)ccc3n2)CC1,-6%,-3%,3%,0,0.1%,1%,-15%,4%,1%,-16%,-3%
O=C1CN(C(=O)CNCc2ccccc2)c2ccccc2N1,-4%,3%,2%,0,-0.7%,0%,4%,-4%,9%,1%,-4%
Cc1cccc(C(=O)Nc2sc(C)c(-c3ccccc3)c2C#N)c1,-1%,-1%,0%,-38,-0.4%,3%,12%,25%,3%,u,u
COc1ccc(NC(=O)C2CCN(S(=O)(=O)c3c(C)noc3/C=C/N(C)C)CC2)cc1,-1%,-4%,1%,-4,-0.1%,1%,4%,3%,2%,1%,6%
CN(CC(=O)NCc1ccncc1)S(=O)(=O)c1ccc(Cl)cc1,0%,-5%,2%,-3,0.3%,1%,-2%,-1%,-7%,1%,4%
CC(=O)Nc1ccc(NC(=O)CSc2ncc(C(=O)Nc3ccc(Cl)cc3)c(=O)n2C)cc1,2%,u,3%,-7,-0.1%,-1%,6%,-1%,-5%,-19%,u
CC12COC3(C(=O)Nc4ccc(Cl)cc4)CC1CCC32C (configuration not stated),5%,-2%,-1%,-5,-0.2%,1%,-3%,10%,0%[46.1 µM],1%,u
NS(=O)(=O)c1ccc(CCNC(=O)CSc2nc3ccsc3c(=O)n2CCCCCC(=O)O)cc1,-7%,3%,-3%,5,-0.1%,1%,7%,11%,4%,u,11%
Cc1ccccc1C(=O)Nc1sc(C)c(C)c1C(=O)c1ccccc1,-1%,8%,-8%,4,-0.9%,1%,4%,-3%,4%,-12%,u
NS(=O)(=O)c1ccc(N/N=C2/CCCc3ccccc32)c([N+](=O)[O-])c1,1%,2%,-1%,-22,-1.4%,1%,-1%,7%,x,5%,16%
Cc1cccc(NC(=O)Cc2noc3ccccc23)c1,-6%,2%,-8%,-15,-0.7%,1%,-3%,1%,1%[46.1 µM],u,u
O=C(COC(=O)c1ccccc1Oc1ccccc1)NC1CCS(=O)(=O)C1 (configuration not stated),0%,5%,-5%,3,-2.2%,0%,13%,-6%,2%,-12%,2%
COc1ccc(OCC(=O)NNC(=O)c2cccnc2)cc1,-4%,1%,0%,30,-0.7%,-3%,6%,0%,0%,4%,6%
CCN(C(=O)COC(=O)c1ccccc1OCc1ccc(Cl)cc1)C1CCS(=O)(=O)C1 (configuration not stated),0%,-25%,7%,17,-0.5%,1%,1%,x,-5%[46.1 µM],-14%,u
CC1=CC(=Nc2c(C)n(C)n(-c3ccccc3)c2=O)C=C(C)C1=O,-1%,10%,-3%,-6,0.1%,2%,-5%,1%,11%[46.1 µM],4%,u
Cc1ccnc(NS(=O)(=O)c2ccc(NC(=O)C3CCCCC3)cc2)n1,-6%,12%,0%,14,-0.2%,3%,-1%,-2%,3%,-1%,8%
COC(=O)Cc1[nH]nc2c1C(C1C=CCCC1)C(C#N)=C(N)O2 (configuration not stated),-1%,-4%,-9%,1,-0.1%,-2%,11%,-2%,5%,u,2%
O=C(COC(=O)c1ncc(Cl)c(Cl)c1Cl)NCCc1ccccc1,-4%,0%,7%,-18,0.7%,0%,15%,0%,-3%,u,10%
COC(=O)c1cc(-c2ccccc2)c2c(=O)n(C)c(=O)n(C)c2n1,x,x,2%,-2,-0.1%,1%,-1%,3%,x,-2%,2%
O=C(CSc1nncn1-c1ccccc1)Nc1cc(Cl)cc(Cl)c1,-1%,x,-4%,3,0.2%,0%,1%,-1%,-5%,10%,12%
CN(Cc1ccccc1)C(=O)COC(=O)c1ccc(Br)c(S(=O)(=O)N2CCOCC2)c1,-5%,-16%,-5%,x,0.6%,0%,-6%,x,-12%,-6%,-18%
COc1cccc(C(=O)N/N=C/c2ccc(Oc3ccc([N+](=O)[O-])cn3)c(OC)c2)c1,-3%,u,3%,-2,0.1%,2%,-1%,-3%,-1%[46.1 µM],u,-23%
CC(=O)N/C(=C/c1cccnc1)C(=O)Nc1ccc(Cl)cc1,-1%,4%,7%,19,-2.8%,0%,7%,4%,-2%,-1%,-2%
COc1ccc(OCC(=O)Nc2nccs2)cc1,-2%,-4%,-14%,10,0.0%,0%,4%,-8%,4%,u,u
COC(=O)N/N=C\c1ccc(OC(=O)c2ccco2)cc1,0%,2%,-4%,-5,0.1%,0%,10%,20%,9%,6%,u
CC(=O)c1cc2c(cc1NC(=O)c1ccco1)OCCO2,-5%,1%,-3%,-10,0.4%,0%,0%,-1%,6%,u,-5%
COC(=O)[C@H](C)NC(=O)Nc1ccc(C)c(C)c1,-9%,6%,-7%,-13,-0.1%,0%,0%,-2%,-7%,u,3%
O=C1N=c2ccccc2=C1c1sc(Nc2ccc(O)cc2)nc1O,-2%,-2%,u,-11,-0.8%,u,-6%,-3%,2%,u,u
CC(=O)N(C(C)=O)c1nc(-c2ccccc2)cn1/N=C/c1ccccc1,-1%,-8%,8%,-7,1.0%,2%,-10%,3%,-3%,11%,u
Cn1cccc1/C=N/N1CCN(Cc2cccc3ccccc23)CC1,0%,1%,-6%,-2,0.4%,-7%,-2%,-6%,-68%,2%,-6%
O=C(CSc1nc(=O)n(CCCN2CCOCC2)c2c1CCCC2)Nc1cccc(Cl)c1,0%,-6%,-6%,-9,0.0%,2%,7%,0%,0%,-8%,-18%

# Bioassay records as filed in PubChem.
